# TNAP act DEA: activates human TNAP at intermediate phosphate acceptor concentration. activation factor at 20 µM. purified TNAP, CDP-star luminescence, 100 mM DEA, 30 min; stronger effect = higher value; scale: 0 levamisole-inhibited, 1 vehicle-only enzyme. 64,000 tested, under 10 active;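 active means activation factor of at least 2 at 20 µM, relative to controls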
# Target sequence (P05186 whole entry, looked up): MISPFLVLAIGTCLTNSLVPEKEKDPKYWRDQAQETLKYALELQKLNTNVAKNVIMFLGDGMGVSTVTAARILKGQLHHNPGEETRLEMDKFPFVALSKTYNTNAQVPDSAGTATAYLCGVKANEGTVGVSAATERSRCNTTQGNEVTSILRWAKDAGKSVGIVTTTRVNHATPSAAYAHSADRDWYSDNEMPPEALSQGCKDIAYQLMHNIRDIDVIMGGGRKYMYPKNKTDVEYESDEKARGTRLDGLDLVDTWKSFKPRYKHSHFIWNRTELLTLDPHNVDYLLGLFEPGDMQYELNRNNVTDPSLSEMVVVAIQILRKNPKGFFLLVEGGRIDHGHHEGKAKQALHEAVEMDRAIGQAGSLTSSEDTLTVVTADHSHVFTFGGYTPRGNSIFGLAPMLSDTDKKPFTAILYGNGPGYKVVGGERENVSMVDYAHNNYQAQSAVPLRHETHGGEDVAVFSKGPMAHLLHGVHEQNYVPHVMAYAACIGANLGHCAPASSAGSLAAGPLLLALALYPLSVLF
# SF1 activator: SF-1 (human) activation. CHO-K1 Gal4-SF-1 LBD luciferase reporter; % increase over DMSO SF-1-specific signal. activation, % at 10 µM. 1.9% of 65,000 active;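 active means activation above the mean activation of all tested compounds plus 3 SD, cut at about 50% in these data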
# Target sequence (Q13285 whole entry, looked up, the tested form may be a part): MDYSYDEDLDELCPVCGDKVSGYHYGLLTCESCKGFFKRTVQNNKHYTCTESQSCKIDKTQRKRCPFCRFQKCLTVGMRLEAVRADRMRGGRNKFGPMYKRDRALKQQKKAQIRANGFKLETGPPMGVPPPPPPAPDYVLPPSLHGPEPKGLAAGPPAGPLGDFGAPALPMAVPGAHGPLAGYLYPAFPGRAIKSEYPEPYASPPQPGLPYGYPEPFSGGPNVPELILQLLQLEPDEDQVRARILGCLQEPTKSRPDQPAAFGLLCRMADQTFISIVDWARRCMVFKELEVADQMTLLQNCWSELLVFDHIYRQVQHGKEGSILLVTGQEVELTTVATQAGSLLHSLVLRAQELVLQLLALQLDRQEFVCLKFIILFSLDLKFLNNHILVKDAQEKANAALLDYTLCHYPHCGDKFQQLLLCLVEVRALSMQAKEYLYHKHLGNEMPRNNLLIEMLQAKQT
#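 Material: Gal4–SF-1 LBD one-hybrid luciferase reporter in CHO-K1 cells | Amount: 4,000 cells per well | Compound dosing: 10 µM single point, 1% DMSO | Schedule: 20 h compound treatment, 37 °C | Measured by: SteadyLite luciferase luminescence | Evaluation: Percent activation versus DMSO | Control set: DMSO-treated SF-1-transfected cells as negative, DMSO-treated mock-transfected cells lacking SF-1 as background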
# Autofluor 339: intrinsic fluorescence of library compounds, ex339/em460 – biochemical, MLSMR library, data from DPM-DC assay, artefact control, profiling panel; fluorescence fold increase at 10 µM; AID 709; 5.5% of 65,000 active; compound autofluorescence, ex339/em460 nm, NADH buffer; stronger effect = higher value; 1 = no-compound wells, NADH background;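 active means at 10 µM, mean starting fluorescence two-fold or more over control wells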;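 further: signal is the first read of a kinetic run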
# M1 ag: activates the M1 muscarinic receptor; CHO-M1 cells, Fluo-4 calcium fluorescence, agonist mode; stronger effect = higher value; B-score at 10 µM; 3% of 64,000 active;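 active means fluorescence rise, raw or as B-score row- and column-corrected plate score, outside the 99.7% band of its plate's samples, either direction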
# E coli RNAP: inhibitors of Escherichia coli RNA polymerase; 0.2% of 62,000 active; P0A8V2; AID 559; inhibition, %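 (tested at 10 µM)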; E. coli RNA polymerase, fluorescence transcription assay; in the data active means inhibition above about 20%;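 further: 0% = enzyme without compound and 100% = no enzyme blank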
# M1 antagonist: blocks the rat M1 muscarinic receptor response to acetylcholine; CHO-M1 cells, Fluo-4 calcium, ACh EC80 antagonist mode; stronger effect = lower value; 3.4% of 64,000 active; P08482; B-score at 10 µM;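 active means calcium fluorescence response, raw or row-and-column corrected B-score, differing from the plate sample mean either way at a set confidence level, mostly lower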
# tolC growth inh: growth inhibitors of E. coli BW25113 tolC mutant; OD615; growth inhibition, % at 10 µM (by protocol); 2.2% of 65,000 active;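 active means growth inhibition at or above a cutoff equal to the mean over every tested compound plus 3 SD, cut at about 60% in these data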;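 further: growth measured after 20 h incubation at 37 °C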
#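 Signal: optical density read at 615 nm; Assay system: E. coli ΔtolC::kan strain BW25113; Times: 20 h incubation with compound, 37 °C; Dosing: 10 µM final, single dose.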
# RORa activator: RORA (human) activation; activation, % at 10 µM; 1.5% of 65,000 active; CHO-K1 Gal4-RORA LBD luciferase reporter, luminescence; percent increase over mock-subtracted basal signal; P35398;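 active means activation above the mean of all tested compounds plus 3 SD, cut at about 49% in these data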;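 further: 0% = DMSO-treated RORA cells and 100% = added signal equal to DMSO minus mock-transfected cells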
# NADH coupling: blocks coupling enzymes of NAD/NADH assays; AID 774; IC50, µM (highest dose often 10 µM), without a hit: at the top dose inhibition; 0.02% of 65,000 active; coupled PK/LDH NADH assays, four targets;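 active means single-dose screening hits from any of four coupled enzyme assays that gave an IC50 when retested across doses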;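 further: the DPM-DC format reads NADH fluorescence rather than 340 nm absorbance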
# Starred values were filed as active, the others as inactive; x = no result given; [ ] = dose if it differs, or a comment.
mol	TNAP act DEA	SF1 activator	Autofluor 339	M1 ag	E coli RNAP	M1 antagonist	tolC growth inh	RORa activator	NADH coupling
Nc1nc(SCC(=O)N2CCc3ccccc3C2)[nH]c(=O)c1-c1ccccc1	1	4	1.1	0.98	3	-1	7	-8	6%
C=CCN1C(=O)C2C(C(=O)NCc3ccccc3)C3C=CC2(O3)C1C(=O)NC(C)(C)C (stereo not drawn)	1	-15	1.1	-1	-3	0.34	-13	-6	7%
Cc1cc(NC(=O)c2ccc3c(c2)OCCO3)no1	1	-51	1.1	-0.61	5	0.7	5	-59	0%
CCn1c(COc2ccccc2)nnc1SCc1ccc(C#N)cc1	0.9	-6	1.1	0.35	3	-1.7	4	-11	2%
CCOP(=O)(c1ccccc1)c1nc(-c2ccc(F)cc2)oc1N1CCCCC1 (stereo not drawn)	0.9	-14	1.2	0.63	11	0.16	16	-1	6%
CC1(C)CC(=O)C2=C(C1)N(CC1CCCO1)C(=O)NC2(C(F)(F)F)C(F)(F)F (stereo not drawn)	0.9	0	1.1	x	-4	x	-8	-18	1%
Cc1onc(-c2c(Cl)cccc2Cl)c1C(=O)Nc1ccc2c(c1)OCCO2	1	-19	1.1	-0.63	x	-3.1*	32	19	0%
CCOC(=O)c1cc2c(=O)n3ccccc3nc2n(CCCOC)c1=NC(=O)C(C)(C)C	0.9	5	2.4*	-1.7	-17	-0.63	4	16	6%[fluoresces]
Nc1nc2ccccc2n1C(=O)CCc1ccccc1	0.9	67*	1	-0.44	7	-0.8	14	45	11%
COC(=O)c1cc(=O)nc2sc3ccccc3n12	0.9	3	1.5	-0.48	0	0.55	-7	-2	1%
Cc1cc(Oc2ccccc2)nc(-c2ccccc2O)n1	0.9	3	1.1	0.6	x	0.49	39	9	5%
CC(=O)NC(Cc1ccccc1)C(=O)NC1CCN(C(=O)NC2CCCCC2)CC1 (stereo not drawn)	0.9	-6	1	-1.1	2	0.16	-12	-2	4%
CCN(CC)C(=O)CSc1nnc(-c2ccccn2)n1-c1ccc(C)c(C)c1	0.9	-14	1.1	0.22	6	0.1	-11	-1	9%
COC(=O)c1ccc(CSc2nc3c(cnn3-c3ccc(F)cc3)c(=O)[nH]2)o1	0.9	6	0.67	-0.21	-9	-0.14	x	0	4%
Cc1ccccc1NC(=O)Cc1nnc(SCC(=O)N2CCN(c3ccccc3)CC2)n1C	0.9	13	1	0.31	11	-0.37	-9	2	4%
O=C(Nc1nc(-c2ccc(Cl)s2)cs1)c1cccs1	0.9	30	1.5	-0.38	6	0.47	12	18	8%
CC(=O)Nc1sc(NC(=O)c2ccccc2)nc1-c1cccs1	1	10	1.1	-2	9	0.021	-11	-8	3%
COc1cc(-c2nc(-c3ccncc3)no2)cc(OC)c1OC	0.9	-2	1	-0.12	1	0.055	8	5	4%
O=S(=O)(c1ccc(Br)s1)n1cccn1	0.9	0	1.1	0.0029	1	0.69	-23	3	3%
Cc1nn(-c2ccc(Cl)cc2)c2sc(C(=O)N3CCN(c4ccccn4)CC3)cc12	0.8	-3	1.3	-0.16	7	-0.021	-2	8	3%
COc1ccc(OC)c2[nH]c(=O)c(CCNC(=O)c3ccc(S(=O)(=O)N4CCCC4)cc3)cc12	0.8	-6	1.1	-0.44	7	-0.17	14	-1	5%
CC(=O)c1ccccc1OCCCN1CCCCC1	1	1	1.1	0.13	1	-2.3*	-6	-6	11%
CCOc1ccc2nc(NC(NC(=O)CC)(C(=O)OC)C(F)(F)F)sc2c1 (stereo not drawn)	0.8	-7	1	0.18	9	0.0071	1	-18	3%
Cc1ccc(NC(=O)OCC(F)(F)C(F)F)cc1NC(=O)OCC(F)(F)C(F)F	0.9	-7	1.1	-0.61	4	1.2	5	-5	2%
Cc1cc(=O)oc2cc(OCC(=O)NCc3cccnc3)ccc12	1	7	1.4	-0.61	11	-0.0075	4	-14	2%
Cc1cc(NC(=O)c2cc(-c3ccc4c(c3)OCO4)on2)n(-c2ccccc2)n1	1	-16	1.7	-0.17	8	1	0	15	5%
CC12CCCCN1CCCc1c2[nH]c2ccccc12 (stereo not drawn)	1	1	1.1	-2.4	-2	0.0083	-1	-8	4%
C=CCc1c(C)[nH]c2ccc(C)cc2c1=O	0.9	25	1.1	1.8	8	-0.046	-1	23	2%
COc1ccc(CCN(Cc2cccs2)S(=O)(=O)c2ccc(-n3cnnn3)cc2)cc1OC	0.9	-3	1.1	4.5*	2	-0.32	17	-5	5%
O=C(NCCCN1CCOCC1)c1ccc(CS(=O)(=O)Cc2ccccc2Cl)o1	1	4	1.1	-1.1	5	-0.092	-18	-8	7%

# Following part:
mol	TNAP act DEA	SF1 activator	Autofluor 339	M1 ag	E coli RNAP	M1 antagonist	tolC growth inh	RORa activator	NADH coupling
COc1ccccc1C(=O)N1CCN=C1c1ccccc1	1	5	1.1	-0.23	9	0.84	-20	5	5%
CCOC(=O)CC1C(=O)NCCN1Cc1cccc(C(F)(F)F)c1 (stereo not drawn)	1	-18	1.1	1	1	-0.15	-7	18	4%
Cc1cc(S(=O)(=O)N2CCN(c3ncccn3)CC2)ccc1-n1cnnn1	0.9	1	1	0.38	-8	0.23	-16	-7	3%
COC(=O)C1(C)NC(c2ccco2)C2C(=O)N(c3ccc(C)cc3)C(=O)C21 (stereo not drawn)	0.9	-1	1	-0.68	4	0.74	-1	8	11%
CCCCc1cc(=O)oc2cc(C)cc(OC(C)C(=O)O)c12 (stereo not drawn)	0.8	-2	3*	-0.044	1	1.5	9	-17	2%[fluoresces]
CC(=O)Nc1cccc(OCC(=O)Nc2ccccc2)c1	1.1	34	1.1	-0.11	2	0.8	-4	26	4%
Cc1c(Cl)cccc1NC(=O)CCCCCN1C(=O)CCC1=O	0.9	7	1.2	-0.089	0	-0.37	-11	-12	5%
CC1CC(C)CN(CCCNC(=O)Cc2c(C(=O)O)[nH]c3ccccc23)C1 (stereo not drawn)	0.9	-11	1.1	0.11	-6	-0.077	-13	-10	3%
CC1/C(=N/O)C(CN(C)C)C2CC1C2(C)C (stereo not drawn)	0.9	9	1	1.1	5	0.039	-11	0	3%
CCOC(=O)c1oc2ccccc2c1NC(=O)Cc1cccs1	0.7	10	1.1	0.34	5	-0.14	3	-14	7%
CCOc1ccc(-c2nn3c(-c4ccc(F)cc4)nnc3s2)cc1	0.9	-17	1.4	0.25	2	-0.15	4	2	7%
O=S(=O)(c1ccc(NC2CCCc3ccccc32)nc1)N1CCOCC1 (stereo not drawn)	1	-8	1.1	-0.91	5	0.26	6	-3	6%
COc1ccc(NC(=O)c2sc(SC)nc2N)cc1	0.9	61*	1	3.5	8	0.21	-9	62*	7%
CCN1C(=O)CSc2ccc(C(=O)NCc3ccco3)cc21	0.9	-18	1	0.16	0	-0.33	-8	-9	4%
O=C(NCCCN1CCCC1=O)NC12CC3CC(CC(C3)C1)C2	1	6	1.1	5.7*	-1	0.13	0	-11	2%
COc1ccccc1NC(=O)CN1CCN(C2c3ccccc3-c3ccccc32)CC1	1	-15	1.1	1.6	0	-0.025	34	-15	1%
CCn1ncc2c1C(=O)NC1c3ccccc3C(=O)N21 (stereo not drawn)	0.9	19	1.1	1.1	8	-0.38	-22	6	9%
O=C(Nc1c(C(=O)NCc2ccco2)cnn1-c1ccccc1)c1ccc(F)cc1	0.9	-1	1.1	-0.42	9	1.1	5	2	2%
CCOCCCNC(=O)Cc1cc(=O)[nH]c(=O)[nH]1	0.9	10	1.1	-0.62	4	-0.17	-16	43	6%
CCOC(=O)c1ccc(N2C(=O)c3n[nH]c(C)c3C2c2ccc(OC)c(OC)c2)cc1 (stereo not drawn)	1	4	1.1	-0.064	5	-0.25	8	10	4%
COc1ccc(N(CC(=O)N2CCc3ccccc32)S(=O)(=O)c2c(C)noc2C)cc1	0.9	-9	1.1	0.46	2	-0.35	7	11	5%
Cc1noc(C)c1COc1cccc(C(=O)Nc2ccc(C#N)cc2)c1	0.9	-8	1	-0.3	9	0.069	26	-18	2%
CCOc1ccc2nc(NC(=O)C3CCN(c4cnccn4)CC3)sc2c1	0.9	-28	2.6*	-0.5	5	-0.14	-12	25	10%
Cc1cccc(COc2ccc(/C(O)=C3\C(=O)C(=O)N(CCN(C)C)C3c3ccncc3)cc2)c1 (stereo not drawn)	0.9	3	1	-1.1	7	-0.27	21	-20	4%
COc1ccc(C(C(=O)NC2CCCC2)N(CCN(C)C)C(=O)c2snc(C(N)=O)c2N)cc1 (stereo not drawn)	1	13	1.9	-0.43	3	-0.25	-4	-11	6%
CCOC(=O)Cc1c(C)c2c(C)[nH]nc2oc1=O	0.8	17	1.3	0.66	9	0.42	-23	-5	7%
Cc1cc(=O)[nH]c(SCC(=O)Nc2nnc(CC(C)C)s2)n1	0.8	-6	1.2	0.83	9	0.86	14	-5	4%
O=C(Nc1ccc2nc(-c3cccs3)[nH]c2c1)c1ccco1	0.9	15	1.6	-0.32	6	0.058	90*	42	4%
CC(C)C(=O)Nc1cccc(NC(=O)c2cc3ccccc3o2)c1	1	35	1	2	4	0.47	38	12	6%
CCCc1nnc(NC(=O)CN2CCOCC2)s1	1	2	0.75	0.78	8	-1.3	-22	7	17%

# Further entries follow:
mol	TNAP act DEA	SF1 activator	Autofluor 339	M1 ag	E coli RNAP	M1 antagonist	tolC growth inh	RORa activator	NADH coupling
CCC(=O)c1cc(F)c(N2CCN(C(=O)Cc3ccccc3)CC2)cc1C	x	-7	1.1	2.7*	x	-1.2*	52	-6	3%
CC1(C)CC(=O)C2=C(C1)N(c1ccc(F)cc1)C(=O)CC2c1cccnc1 (stereo not drawn)	0.9	-14	1.1	0.41	1	-0.4	-7	-5	2%
COC(=O)c1nc2n(n1)C(c1ccc(OC)c(OC)c1OC)C1=C(CCCC1=O)N2 (stereo not drawn)	1	0	1.1	-1.9	-2	-0.053	-13	9	5%
Cc1c(N=C2C(=O)Nc3ccccc32)c(=O)n(-c2ccccc2)n1C	1	15	1.1	1	9	1.1	-14	6	1%
CCc1cccc(NC(=O)Cn2ncn3c(cc4ccccc43)c2=O)c1	0.8	-10	1.1	0.72	-3	0.0043	1	-4	7%
CC(=O)Oc1ccc(N2C(=O)C3C(C2=O)C2(C)C=CC3(C)O2)cc1 (stereo not drawn)	0.9	-9	1	x	4	x	18	-3	8%
CCOc1ccc(Nc2nc(NCCN3CCOCC3)nc(OC)n2)cc1	0.9	2	1.1	-0.63	7	0.07	-4	-3	5%

# Shown with each value named: part of the list above.
COC(=O)c1nc2n(n1)C(c1ccc(OC)c(OC)c1OC)C1=C(CCCC1=O)N2 (stereo not drawn)
  TNAP act DEA = 1
  SF1 activator = 0
  Autofluor 339 = 1.1
  M1 ag = -1.9
  E coli RNAP = -2
  M1 antagonist = -0.053
  tolC growth inh = -13
  RORa activator = 9
  NADH coupling = 5%

Cc1c(N=C2C(=O)Nc3ccccc32)c(=O)n(-c2ccccc2)n1C
  TNAP act DEA = 1
  SF1 activator = 15
  Autofluor 339 = 1.1
  M1 ag = 1
  E coli RNAP = 9
  M1 antagonist = 1.1
  tolC growth inh = -14
  RORa activator = 6
  NADH coupling = 1%

CCc1cccc(NC(=O)Cn2ncn3c(cc4ccccc43)c2=O)c1
  TNAP act DEA = 0.8
  SF1 activator = -10
  Autofluor 339 = 1.1
  M1 ag = 0.72
  E coli RNAP = -3
  M1 antagonist = 0.0043
  tolC growth inh = 1
  RORa activator = -4
  NADH coupling = 7%
